# Screens deposited in PubChem BioAssay by National Center for Advancing Translational Sciences (NCATS).
# Vif-A3G inh: blocks the Vif interaction with human APOBEC3G; AID 602310; Potency, µM (titrated, usually from 46.1 µM), inactives show top-dose activity, negative = active, most hits filed as inhibitors; HeLa A3G-eYFP + Vif (tagged APOBEC3G with the HIV-1 protein that degrades it), YFP fluorescence, overnight; 410,000 compounds, 0.076% hits; Q9HC16;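 note: potency is the fitted concentration of half-maximal effect; % is set by controls: 0 for no effect and ±100 for the full control effect; nearly all actives have a fitted effect of over 60% in size; hits raise eYFP signal because A3G escapes Vif-driven loss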
# Target sequence (Q9HC16 whole entry, looked up): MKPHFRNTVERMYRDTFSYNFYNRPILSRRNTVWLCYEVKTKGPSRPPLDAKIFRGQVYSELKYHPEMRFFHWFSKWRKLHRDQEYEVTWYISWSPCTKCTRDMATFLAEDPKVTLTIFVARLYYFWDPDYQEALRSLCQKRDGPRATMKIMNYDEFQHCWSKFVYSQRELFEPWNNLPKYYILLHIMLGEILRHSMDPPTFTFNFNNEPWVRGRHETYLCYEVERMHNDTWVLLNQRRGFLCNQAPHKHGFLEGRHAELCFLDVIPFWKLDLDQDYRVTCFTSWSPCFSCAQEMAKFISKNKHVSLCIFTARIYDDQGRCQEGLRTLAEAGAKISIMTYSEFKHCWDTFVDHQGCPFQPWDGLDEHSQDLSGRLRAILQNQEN
#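 HeLa cells stably expressing Vif and C-terminally eYFP-tagged A3G, seeded overnight at 37 deg C, then exposed to compound by pintool overnight at 37 deg C. Rise in yellow fluorescence (Ex 488/Em 500-530, Acumen) marks blocked Vif-driven A3G degradation.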
# D1 agonist: agonists of human D1 dopamine receptor; P21728; HEK293 T-REx D1 cells, calcium flux, agonist mode; activation, % at 2 µM; 360,000 compounds, 1% hits; in the data active = activation above about 30%; note: 0% is about no effect
#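 Tetracycline-induced HEK293 TREx D1 cells, force-coupled to calcium signalling, were dye-loaded with a no-wash calcium kit. Compound was pin-added after a 10 s baseline. Fluorescence was read kinetically at 1 cycle/s for 180 s, with calcium rises flagged as agonism.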
# Vif-A3F inh: blocks the Vif interaction with APOBEC3F; Potency, µM (highest dose often 46.1 µM), inactives show at the top dose activity, negative = active; 390,000 compounds, 0.2% hits; AID 602313; HeLa A3F-eYFP + Vif (tagged APOBEC3F with the HIV-1 protein that degrades it), YFP fluorescence increase; note: potency is the fitted concentration of half-maximal effect; % of control where 0% means no effect; nearly all actives have a fitted effect of over 65% in size
#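 Fluorescence increase (Ex 488/Em 500-530) after overnight compound treatment at 37 deg C flags inhibition of Vif-driven A3F-eYFP loss in stable HeLa A3F-eYFP/Vif cells seeded overnight beforehand.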
# D1 potentiator: potentiators of human D1 dopamine receptor; P21728; AID 504651; HEK293 TREx D1 cells, calcium flux, dopamine EC20 potentiation; 360,000 compounds, 0.036% hits; potentiation, % at 10 µM; in the data active = potentiation above about 30%; note: 0% is about no effect
# GRP78 ERSR act: ER stress response induction in glioma | Potency, µM, for inactives: at the top dose activation, most hits filed as activators | AID 602332 | 420,000 compounds, 0.02% hits | U87-MG GRP78 promoter luciferase reporter, 16 h; note: potency is the fitted concentration of half-maximal effect; series mostly up to about 76 µM; % of control where 0% means no effect; nearly all actives have a fitted effect of over 35% in size
#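 ERSR induction read as luciferase luminescence (Bright-Glo, 10 min at room temperature) in stably transfected human U87-MG glioma cells exposed to compounds for 16 h, using GRP78 as sensor.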
# RXFP1 ag: agonists of human relaxin receptor RXFP1; HEK293T-RXFP1 cAMP TR-FRET, 30 min; response scale: percent of porcine relaxin response, buffer zero; Q9HBX9; 370,000 compounds, 0.3% hits; Potency, µM (top dose mostly 57.5 µM), without a hit: at the highest dose activation, usual class: activators; note: potency is the fitted concentration of half-maximal effect; % is set by controls: 0 for no effect and ±100 for the full control effect; nearly all actives have a fitted effect of over 60% in size; many of its hits are not listed in these tables
#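 HEK293 cells stably expressing RXFP1, treated 30 min at 37C with compounds plus PDE4 inhibitor Ro 20174; cAMP measured by HTRF TR-FRET. Normalized to buffer and 29 nM porcine relaxin; EC50 by Hill fit.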
# RXFP1 antagonist: antagonists of human relaxin receptor RXFP1; Q9HBX9; HEK293-RXFP1, relaxin-stimulated cAMP HTRF, 30 min; active compounds read low; activity change, negative = inhibition, % at 57.5 µM; 350,000 compounds, 0.59% hits; AID 1259400;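 active = activity change of -60% or lower, but not beyond a set lower limit; inconclusive = change between -60% and -40%, or beyond the set limit; inactive = change above -40%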; note: % is set by controls: 0 for no effect and ±100 for the full control effect
# D1 antag: antagonists of human D1 dopamine receptor | activity change, negative = inhibition, % at 10 µM | P21728 | HEK293 TREx D1 cells, calcium flux, dopamine EC80; active compounds read low | 360,000 compounds, 3.2% hits; in the data active = activity change below about -30%; note: % is set by controls: 0 for no effect and ±100 for the full control effect
#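 Kinetic fluorescence of a calcium dye serves as the read-out. D1-expressing Hek293 Trex cells, induced overnight at 30 C, are exposed to compound for 180 s before an EC80 dopamine addition, then read 180 s further.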
# D2 PAM: positive allosteric modulators of human D2 dopamine receptor; 340,000 compounds, 0.34% hits; P14416; HEK293 T-REx D2, calcium flux, EC20 dopamine potentiation; potentiation, % at 10 µM;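 active = potentiation over 3 SD above the plate norm, cut at about 30% in these data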; note: 0% is about no effect
# Target sequence (P14416 whole entry, looked up): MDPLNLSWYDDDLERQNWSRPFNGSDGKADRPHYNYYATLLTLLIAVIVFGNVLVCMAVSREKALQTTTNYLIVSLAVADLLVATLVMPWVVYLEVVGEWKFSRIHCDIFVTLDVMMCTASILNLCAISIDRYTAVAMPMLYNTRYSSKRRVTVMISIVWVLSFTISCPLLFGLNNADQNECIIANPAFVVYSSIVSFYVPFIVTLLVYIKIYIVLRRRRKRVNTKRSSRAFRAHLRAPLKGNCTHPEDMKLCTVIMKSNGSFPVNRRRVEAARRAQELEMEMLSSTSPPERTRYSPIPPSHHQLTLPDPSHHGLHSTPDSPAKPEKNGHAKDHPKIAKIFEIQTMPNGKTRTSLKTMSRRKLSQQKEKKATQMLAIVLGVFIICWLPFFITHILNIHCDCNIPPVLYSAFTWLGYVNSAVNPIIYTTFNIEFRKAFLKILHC
#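 Calcium flux readout, no-wash dye, 1 read/s. Inducible HEK293 Trex D2 line, overnight 30 C. Compound alone 180 s (agonist flags), then EC20 dopamine, another 180 s to score potentiation.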
# Active calls of the source: *; ? = inconclusive; / = not tested or not shown; & = joins results of further samples. Unless noted, calls come from the whole dose curve; as a rule, active = well fitted curve in the direction sought with a large enough effect; inconclusive = small, poorly fitted or top-dose-only effect, or another doubt; inactive = no such curve, though single readings can be large; an effect the other way counts as inactive or inconclusive. This is a subset. The share of hits here may be higher or lower than overall.
# Screens in order: Vif-A3G inh	D1 agonist	Vif-A3F inh	D1 potentiator	GRP78 ERSR act	RXFP1 ag	RXFP1 antagonist	D1 antag	D2 PAM
OC(CNCC1COc2ccccc2O1)COc1ccc(Cl)cc1 (configuration not stated)
  -0.8%	19.2	-0.7%	-2.2	-0.5%	0.9%	1.4	3.3	-18.9
O=C(O)c1ccc(S(=O)(=O)N(Cc2ccc(F)cc2)C2CCCCC2)cc1
  2.3%	5.1	0.4%	-5.0	9.7%	-0.7%	-8.2	-20.1	-0.5
O=C(CN1C(=O)COc2ccc(S(=O)(=O)N3CCCCC3)cc21)NCc1ccc(F)cc1
  3.0%&0.8%	-0.1&0.3	1.1%&2.6%	-5.0&0.5	-2.4%&1.0%	2.5%&0.2%	16.1&2.8	11.4&-7.2	10.4&16.2
CCN(CC)CCNC(=O)CS(=O)Cc1nc(-c2ccc(Cl)cc2)oc1C (configuration not stated)
  1.8%	3.7	1.1%	-1.1	-1.2%	1.2%	6.6	-10.4	-17.3
CCOC(=O)C1C(c2ccc(C(=O)O)cc2)NC(=O)NC1(O)C(F)(F)F (configuration not stated)
  -0.1%	1.0	?	-8.8	0.8%	-0.1%	-6.6	-8.8	/
CCN(CC)C(=O)c1cc(Cl)ccc1NC(=O)c1ccco1
  4.7%	1.5	1.9%	-9.1	0.2%	-3.1%	-0.7	-6.1	-0.5
O=C1CCC[C@@H]2Cc3[nH]c4c(Cl)ccc(Cl)c4c3[C@@H]3CCN1[C@H]23
  -5.8%	6.7	0.7%	-1.1	-2.2%	-0.8%	/	-17.9	-3.5
O=C(C1CCCN(S(=O)(=O)c2ccc(F)cc2)C1)N(Cc1cccs1)C1CC1 (configuration not stated)
  3.3%	10.4	3.8%	-7.6	-5.6%	2.2%	13.6	-14.0	-10.1
CSc1ccccc1NC(=O)C(C)N(C)CC(=O)N1CCN(Cc2ccccc2)CC1 (configuration not stated)
  1.1%	/	2.2%	/	-5.3%	/	-4.1	/	/
CCOc1cc(N2CCOCC2)c(OCC)cc1NC(=O)COC(=O)c1ccccc1OC(F)F
  -4.5%	0.0	0.2%	-7.9	-2.7%	0.0%	-10.5	11.5	-6.4
Cc1cc(C)c(NC(=O)C(C)n2nnc3sc4c(c3c2=O)CCCC4)c(C)c1 (configuration not stated)
  /	0.6	/	0.6	/	-2.7%	-3.3	-3.8	3.1
COc1ccc2nc(NC(=O)C(NS(=O)(=O)c3cccc4nsnc34)C(C)C)sc2c1 (configuration not stated)
  -14.7%	1.7	-4.5%	-6.3	-2.6%	7.9%	/	5.2	7.7
COc1cccc(CNS(=O)(=O)c2csc(C(N)=O)c2)c1
  2.4%	1.5	-4.4%	-1.4	14.6%	1.8%	-2.6	15.2	-3.1
COc1ccc(NS(=O)(=O)c2cc(NC(=O)COc3ccccc3)ccc2N2CCOCC2)cc1
  -2.7%	/	-5.5%	/	-4.3%	/	-4.0	/	/
O=C(CSc1nc(O)c(C/C=C/c2ccccc2)c(=O)[nH]1)Nc1cccc(F)c1
  -6.9%	0.9	-14.4%	0.4	-4.7%	5.8%	-3.2	7.2	15.6
Cc1c(Cl)cccc1NC(=O)CCN1C(=O)c2ccccc2Sc2ncccc21
  -0.8%	5.9	-3.0%	-0.8	-2.8%	4.4%	7.5	7.2	2.1
CNC(=S)N1CCn2cccc2C1c1cc(OC)c(OC)c(OC)c1 (configuration not stated)
  -4.5%	1.4	-1.5%	-2.0	-0.6%	-0.4%	-3.3	-10.2	1.4
COc1ccccc1CCNC(=O)CCSc1nc(-c2ccco2)cc(C(F)(F)F)n1
  -0.1%	-0.7	-3.1%	3.5	-7.3%	-1.7%	-4.8	5.4	8.1
COc1ccccc1NC(=S)N1CCC(NC(=O)C23CC4CC(CC(C4)C2)C3)CC1
  -1.4%	0.8	-3.1%	-7.8	-3.8%	0.2%	-8.6	-22.8	-14.5
CC(=O)N1CCc2cc(C(=O)CN3CCN(c4ccccc4F)CC3)ccc21
  3.7%	1.5	4.8%	-6.0	0.6%	0.3%	6.4	-8.1	10.8

# (listing goes on)
# Screens in order: Vif-A3G inh	D1 agonist	Vif-A3F inh	D1 potentiator	GRP78 ERSR act	RXFP1 ag	RXFP1 antagonist	D1 antag	D2 PAM
Nc1nnnn1/N=C\c1ccc(Cl)c([N+](=O)[O-])c1
  0.7%	/	/	/	-2.2%	2.7%	-14.9	/	/
CNC(=O)c1c(NC(=O)CCS(=O)(=O)c2ccc(Cl)cc2)sc2c1CCN(C(=O)OC)C2
  1.2%	-0.2	-12.4%	-5.2	-4.3%	0.2%	10.9	-21.1	1.8
CC(=O)Oc1c(Cl)cc(Cl)cc1/C=C/c1ccc2ccccc2n1
  -19.3%	6.3	?	1.4	?	3.6%	-15.9	12.1	13.2
O=C1C=C(Nc2ccccc2)c2ccccc2C1=O
  -16.5%	1.5	16.1%	-12.5	-3.8%	2.4%	9.1	12.3	3.7
Cc1cc(C)nc(NC(=O)c2cc(-c3ccc4c(c3)OCO4)nc3ccccc23)c1
  1.0%	2.6	-4.3%	-0.6	-1.7%	10.4%	-11.2	-4.1	-5.2
COC(=O)C1=C(C)Nc2c(c(=O)n(C)c(=O)n2C)C1c1ccc(Cl)cc1 (configuration not stated)
  -0.7%	0.7	-19.2%	-2.3	-2.9%	-0.3%	13.6	4.3	9.7
CCn1c(-c2cccn(Cc3ccc(Cl)cc3Cl)c2=O)n[nH]c1=S
  -2.4%	5.8	-28.9%	-3.6	-1.6%	6.4%	-14.7	-7.8	-10.2
COc1cc(/C=N/NC(=O)c2cc[n+]([O-])cc2)cc(OC)c1OC
  1.8%	6.3	-2.4%	-2.6	-3.0%	1.5%	-9.4	-14.7	-1.7
CCc1ccc(Nc2nc(C)cc(C)c2C(N)=O)cc1
  -2.7%	0.5	2.3%	2.0	-2.9%	-0.8%	2.4	-3.0	10.2
COc1cc([N+](=O)[O-])ccc1NC(=S)NNC(=O)CCC(=O)Nc1ccccc1Cl
  1.2%	-2.0	0.1%	-5.0	7.9%	3.1%	-9.1	-5.8	-4.6
Cc1ccc(NC(=O)CCCCCN2C(=O)c3ccccc3C2=O)nc1
  -1.1%	0.9	3.6%	-9.4	-0.7%	0.4%	-6.7	-31.7*	5.6
c1ccc2c(c1)ncn2-c1ccc(-c2ccnc(-c3ccncc3)n2)cc1
  0.5%	2.1	-8.4%	-3.8	-6.1%	16.0%	-6.2	-9.8	-0.4
O=S(=O)(Nc1ccccc1N1CCOCC1)c1ccc(F)c(Cl)c1
  -5.7%	1.3	1.3%	-0.8	-5.2%	0.7%	1.6	11.2	2.2
COc1ccc(NC(=O)Cn2c(C)csc2=O)c(OC)c1
  -2.7%	3.4	0.9%	7.0	1.5%	1.0%	-4.1	-9.5	-2.7
COc1cccc(CN2C(=O)c3ccccc3Sc3ccc(C(=O)NCCc4ccc(Cl)cc4)cc32)c1
  5.7%	7.9	5.3%	0.3	-1.7%	-0.6%	-23.2	4.4	-3.0
Cc1onc(-c2ccccc2Cl)c1C(=O)N(Cc1nc(-c2ccccc2)no1)C1CCCCC1
  -0.2%	3.8	-2.9%	0.3	0.5%	3.3%	-6.3	-8.7	/
CCc1ccc(NS(=O)(=O)c2ccc3[nH]c4c(c3c2)CCCCCC4)cc1
  -3.7%	0.6	1.3%	-0.8	-5.3%	-1.3%	-37.7	17.0	-3.8
C=C(C)CSCc1nc2ccccc2[nH]1
  -1.6%	4.1	-1.1%	3.6	-2.2%	0.0%	-1.3	-14.8	2.1
CCCCCOC(=O)Cc1c(C)nc(-c2ccccc2)[nH]c1=O
  -0.7%	-1.0	-4.6%	-2.1	-2.9%	2.6%	4.4	1.6	1.2
Cc1onc(NC(=O)NC(=O)c2c(Cl)cccc2Cl)c1Br
  1.2%	2.1	-0.7%	0.8	-3.0%	-1.1%	-14.3	-0.5	-0.8

# Compounds above containing a nitro group on carbon:
# Screens in order: Vif-A3G inh	D1 agonist	Vif-A3F inh	D1 potentiator	GRP78 ERSR act	RXFP1 ag	RXFP1 antagonist	D1 antag	D2 PAM
Nc1nnnn1/N=C\c1ccc(Cl)c([N+](=O)[O-])c1
  0.7%	/	/	/	-2.2%	2.7%	-14.9	/	/
COc1cc([N+](=O)[O-])ccc1NC(=S)NNC(=O)CCC(=O)Nc1ccccc1Cl
  1.2%	-2.0	0.1%	-5.0	7.9%	3.1%	-9.1	-5.8	-4.6

# (list continues)
# Screens in order: Vif-A3G inh	D1 agonist	Vif-A3F inh	D1 potentiator	GRP78 ERSR act	RXFP1 ag	RXFP1 antagonist	D1 antag	D2 PAM
Cc1nn(C)c(NC(=O)c2ccccc2Cl)c1Br
  -3.4%	2.1	10.8%	0.8	2.2%	3.9%	2.3	9.4	-7.0
CC(C)C(=O)N1CCC(c2nc(-c3ccc(S(=O)(=O)N4CCN(C)CC4)cc3)no2)CC1
  -5.7%	11.1	0.0%	10.3	-1.5%	1.0%	-6.7	-3.5	-0.7
CCCCCCn1c(SCCOC)nc2c1c(=O)[nH]c(=O)n2C
  3.1%	-0.2	-11.4%	-5.2	1.1%	0.0%	0.7	6.2	-4.2
Cc1ccc(C(=O)N2CCN(C(=O)c3ccccc3)C2c2ccc(N(C)C)cc2)cc1 (configuration not stated)
  -0.5%	2.4	-13.9%	1.6	-4.6%	-3.1%	-3.0	-1.5	-2.7
O=Cc1cccn1-c1nccc(-c2ccco2)n1
  5.4%	1.7	-1.3%	-2.7	2.2%	-1.1%	-13.6	4.9	16.0
O=C(O)CCCn1cc(NC(=O)COc2ccccc2)cn1
  2.4%	3.9	-2.5%	1.4	-5.4%	-3.4%	-2.5	2.8	2.8
CC(=O)N1CCc2cc(CNS(=O)(=O)c3ccc(F)cc3)ccc21
  -1.0%	3.5	0.8%	0.1	0.3%	3.4%	4.4	17.5	6.0
COc1ccc(Cc2nnc(N/N=C/c3ccc(N(C)C)cc3)[nH]c2=O)cc1OC
  2.2%	1.1	6.2%	-1.0	0.1%	-1.6%	-12.1	-10.5	-7.4
COc1ccccc1N1CCN(c2ncnc3c2nc2n3CCCC2)CC1
  -16.0%	-1.6	-4.9%	-2.2	-2.0%	8.9%	/	0.3	11.7
